# mut p53 react = mutant p53 pathway re-activators, primary screen, cell-based, SW480, luciferase, single point, HTS; SW480 PUMA-promoter luciferase, p53 mutant reactivation; activation, % at 9.98 µM; 28,000 tested, 1.5% active; AID 624151, 2012; in the data active means activation above about 52%; inconclusive means no clear call, values can overlap the other calls
# STK33 kin inh = STK33 kinase inhibitors, primary screen, biochemical, luminescence, ADP-Glo, MBP substrate. Serine/threonine-protein kinase 33 (Homo sapiens), Q9BYT3. inhibition, % at 12.5 µM. 27,000 tested, 0.44% active; in the data active means inhibition above about 20%; inconclusive means no clear call, values can overlap the other calls
# Target sequence (Q9BYT3 whole entry, looked up): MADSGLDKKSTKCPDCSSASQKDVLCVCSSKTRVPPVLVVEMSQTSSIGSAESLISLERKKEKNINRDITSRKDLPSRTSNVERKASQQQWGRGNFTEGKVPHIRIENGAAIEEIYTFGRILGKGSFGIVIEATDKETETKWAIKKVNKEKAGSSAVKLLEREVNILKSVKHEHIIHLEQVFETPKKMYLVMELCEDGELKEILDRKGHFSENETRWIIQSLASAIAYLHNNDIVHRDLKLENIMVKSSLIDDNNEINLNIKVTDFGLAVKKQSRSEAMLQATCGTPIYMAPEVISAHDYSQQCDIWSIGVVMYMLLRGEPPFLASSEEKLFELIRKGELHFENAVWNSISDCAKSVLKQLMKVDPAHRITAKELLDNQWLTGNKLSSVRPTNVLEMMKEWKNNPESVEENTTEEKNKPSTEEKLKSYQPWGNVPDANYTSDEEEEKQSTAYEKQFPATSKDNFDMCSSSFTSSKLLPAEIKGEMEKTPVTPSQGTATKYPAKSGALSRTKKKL
# * marks the source's active call; other numbers are inactive results; u = inconclusive; x = no result given. Some of the compounds tested, so the mix of outcomes need not match the whole.
SMILES,mut p53 react,STK33 kin inh
Cc1ccc(S(=O)(=O)N(C)C[C@H]2OCCCC[C@H](C)Oc3ccc(NC(=O)CCC(F)(F)F)cc3C(=O)N([C@@H](C)CO)C[C@H]2C)cc1,-0.6,x
Cc1ccc(S(=O)(=O)N(C)C[C@H]2Oc3ccc(NC(=O)Nc4ccc(C(F)(F)F)cc4)cc3CC(=O)N([C@@H](C)CO)C[C@@H]2C)cc1,x,3.9
C[C@@H]1CN([C@@H](C)CO)C(=O)Cc2cc(NS(=O)(=O)c3cccs3)ccc2O[C@@H]1CN(C)S(=O)(=O)c1ccc(Cl)cc1,1.5,-2.6
COC(=O)c1c(NC(=O)C2CC(=O)NN2Cc2ccccc2)sc(C)c1C (configuration not stated),2.7,-1.7
C[C@H](CO)N1C[C@H](C)[C@@H](CN(C)Cc2cccc(F)c2)Oc2cc(-c3ccc(F)cc3)ccc2S1(=O)=O,-57.0,x
Cc1n[nH]c(C)c1S(=O)(=O)N1CCC2(CC1)OCCO2,-12.6,x
COc1cccc2c1C(=O)CC(c1ccccc1)O2 (configuration not stated),1.7,1.8
Cc1ccc(NC(=O)COc2ccc3cc(-c4ccc(F)cc4)c(=O)oc3c2)cc1,-8.0,-3.1
CNC[C@H]1Oc2ccc(N)cc2C(=O)N([C@@H](C)CO)C[C@@H]1C,7.5,x
C[C@@H]1CN([C@H](C)CO)C(=O)c2cc(NC(=O)C3CCCCC3)ccc2O[C@@H](C)CCCCO[C@@H]1CN(C)Cc1ccc(C(=O)O)cc1,12.9,x
O=C(COc1ccc(N2CC(C(=O)O)CC2=O)cc1)Nc1ccc(Cl)c(Cl)c1 (configuration not stated),1.2,-5.3
C[C@@H]1CN([C@@H](C)CO)C(=O)c2cccc(NS(C)(=O)=O)c2O[C@H]1CN(C)Cc1ccncc1,1.8,x
C[C@H](CO)N1C[C@H](C)[C@H](CN(C)S(=O)(=O)c2cn(C)cn2)Oc2ccc(NS(=O)(=O)c3ccccc3)cc2C1=O,x,-0.4
CCOC(=O)/C=C/c1c(OC)cccc1OC,x,-1.0
COc1cccc(OCC(=O)Nc2cc([N+](=O)[O-])ccc2OC)c1,-6.5,0.1
C[C@H](CO)N1C[C@H](C)[C@@H](CN(C)C(=O)Nc2ccccc2)Oc2ccc(NC(=O)CCN3CCOCC3)cc2C1=O,2.3,0.1
CC(C)NC(=O)Nc1ccc2c(c1)C(=O)N([C@@H](C)CO)C[C@@H](C)[C@@H](CN(C)Cc1ccc3c(c1)OCO3)O2,x,-0.1
COc1ccc(CN(C)C[C@@H]2Oc3ccc(NS(=O)(=O)c4ccc(Cl)cc4)cc3CC(=O)N([C@@H](C)CO)C[C@@H]2C)cc1,0.4,-2.5
CN1CCN(C(=O)C[C@@H]2C[C@H]3c4cc(NC(=O)C5CCOCC5)ccc4O[C@H]3[C@H](CO)O2)CC1,11.8,x
Cc1cccc(OCC(=O)Nc2cccc(-c3nnc(-c4ccco4)o3)c2)c1C,u,0.1
COc1ccc(-c2nnc(SCC(=O)Nc3c(F)cc(F)cc3Br)n2C)cc1,-6.7,2.6
C[C@@H]1CN([C@H](C)CO)C(=O)c2cccc(NS(=O)(=O)c3cn(C)cn3)c2O[C@H]1CN(C)C,-2.8,x
Cc1ccc(S(=O)(=O)Nc2ccc3c(c2)C(=O)N([C@H](C)CO)C[C@H](C)[C@H](CN(C)C(=O)Cc2ccccc2)OCCCC[C@@H](C)O3)cc1,x,2.3
C[C@@H]1CCCCO[C@@H](CN(C)C(=O)c2ccccc2)[C@@H](C)CN([C@H](C)CO)C(=O)c2cc(NC(=O)CCC(F)(F)F)ccc2O1,x,-0.5
CCCCCCCNS(=O)(=O)c1cccc2c(Cl)cccc12,-24.7,1.3

# Brought forward from above: five compounds; new compounds follow.
SMILES,mut p53 react,STK33 kin inh
COc1ccc(-c2nnc(SCC(=O)Nc3c(F)cc(F)cc3Br)n2C)cc1,-6.7,2.6
C[C@@H]1CN([C@H](C)CO)C(=O)c2cccc(NS(=O)(=O)c3cn(C)cn3)c2O[C@H]1CN(C)C,-2.8,x
Cc1ccc(S(=O)(=O)Nc2ccc3c(c2)C(=O)N([C@H](C)CO)C[C@H](C)[C@H](CN(C)C(=O)Cc2ccccc2)OCCCC[C@@H](C)O3)cc1,x,2.3
C[C@@H]1CCCCO[C@@H](CN(C)C(=O)c2ccccc2)[C@@H](C)CN([C@H](C)CO)C(=O)c2cc(NC(=O)CCC(F)(F)F)ccc2O1,x,-0.5
CCCCCCCNS(=O)(=O)c1cccc2c(Cl)cccc12,-24.7,1.3
Cc1noc(C)c1S(=O)(=O)Nc1ccc2c(c1)C(=O)N([C@@H](C)CO)C[C@H](C)[C@H](CN(C)C(=O)CCCN(C)C)OCCCC[C@@H](C)O2,-5.4,x
CNC[C@H]1Oc2ccc(NC(=O)Nc3ccc(F)cc3)cc2C(=O)N([C@H](C)CO)C[C@H]1C,-16.5,x
CC(C)(C)OC(=O)CC[C@@]12N=C(c3ccc(OCCCO)cc3)O[C@@H]1c1ccccc1CN(C(=O)c1ccccc1)C2=O,x,1.2
O=C(Nc1cccnc1)C1CC(c2c(F)cccc2Cl)=NO1 (configuration not stated),-13.7,-0.3
O=C(CSc1nnc(-c2cccc(Cl)c2)n1-c1ccccc1)Nc1ccc(F)c(F)c1,0.9,-0.3
CCn1c2ccccc2c2cc(NS(=O)(=O)c3ccccc3[N+](=O)[O-])ccc21,-0.6,3.1
O=C(CSc1nc(-c2ccc(F)cc2)cs1)Nc1ccc(N2CCOCC2)c(Cl)c1,7.5,1.3
CC(C)NC(=O)Nc1ccc2c(c1)CC(=O)N([C@@H](C)CO)C[C@@H](C)[C@@H](CN(C)Cc1ccc(C(F)(F)F)cc1)O2,-4.3,0.0
COc1ccccc1NC(=O)COc1ccc2c(-c3ccccc3)cc(=O)oc2c1C,-8.3,-1.3
C[C@@H]1CN([C@H](C)CO)C(=O)c2cc(-c3cccc(C#N)c3)cnc2O[C@H]1CN(C)C(=O)c1cnccn1,8.9,x
CCOc1ccc(Cl)cc1S(=O)(=O)NC1CC(C)(C)NC(C)(C)C1,2.3,-0.7
CC(C)NC(=O)Nc1ccc2c(c1)C(=O)N([C@@H](C)CO)C[C@H](C)[C@H](CN(C)CC1CCCCC1)OCCCC[C@H](C)O2,8.7,x
Cc1cc(OCC(=O)Nc2ccc(O)c(-c3nc4ccccc4o3)c2)ccc1Cl,-62.5,2.1
COc1ccc(CN(C)C[C@H]2Oc3ccc(NS(=O)(=O)c4cccs4)cc3C(=O)N([C@@H](C)CO)C[C@@H]2C)cc1,x,-3.8
C[C@@H]1CCCCO[C@@H](CN(C)C(=O)Nc2ccc(C(F)(F)F)cc2)[C@@H](C)CN([C@H](C)CO)C(=O)c2cc(NC(=O)Nc3ccc4c(c3)OCO4)ccc2O1,x,1.4
COC(=O)C1=COC(O[C@@H]2O[C@H](CO)[C@@H](O)[C@H](O)[C@H]2O)[C@@H]2[C@@](C)(O)[C@@H](OC(=O)/C=C\c3ccccc3)C[C@]12O (some centres not stated),9.1,-2.4
C[C@@H]1CCCCO[C@H](CN(C)S(=O)(=O)c2cn(C)cn2)[C@@H](C)CN([C@H](C)CO)C(=O)c2cc(NS(=O)(=O)c3cccs3)ccc2O1,5.1,0.7
C[C@@H]1CCCCO[C@@H](CN(C)C)[C@H](C)CN([C@H](C)CO)C(=O)c2cc(NC(=O)C3CCCCC3)ccc2O1,2.0,x
O=C(CSc1nnc(-c2ccc(C(F)(F)F)cn2)o1)Nc1cccc(Cl)c1,x,-0.6
C[C@H]1CN([C@@H](C)CO)C(=O)Cc2cc(NS(=O)(=O)c3ccc(Cl)cc3)ccc2O[C@H]1CN(C)C(=O)Nc1ccc2c(c1)OCO2,x,-0.2
CCOC(=O)c1ccc(COC(=O)c2cc3ccccc3cc2O)o1,-1.9,0.0
CCOC(=O)C1=C[C@]2(CC)CCCN3CCc4c(n1c1ccccc41)[C@@H]32,-3.2,1.2
O=C(CSc1nnc(-c2cccnc2)n1-c1ccccc1)Nc1ccc(Oc2ccccc2)cc1,2.7,8.3
C[C@@H]1CN([C@H](C)CO)C(=O)Cc2cc(NS(C)(=O)=O)ccc2O[C@@H]1CN(C)Cc1ccc(Cl)c(Cl)c1,x,0.5
C[C@H]1CN([C@@H](C)CO)C(=O)c2cc(NS(=O)(=O)c3ccccc3)ccc2O[C@H]1CN(C)Cc1ccccc1,-1.6,1.1

# Next section (3 carried over from the part before).
SMILES,mut p53 react,STK33 kin inh
O=C(CSc1nnc(-c2cccnc2)n1-c1ccccc1)Nc1ccc(Oc2ccccc2)cc1,2.7,8.3
C[C@@H]1CN([C@H](C)CO)C(=O)Cc2cc(NS(C)(=O)=O)ccc2O[C@@H]1CN(C)Cc1ccc(Cl)c(Cl)c1,x,0.5
C[C@H]1CN([C@@H](C)CO)C(=O)c2cc(NS(=O)(=O)c3ccccc3)ccc2O[C@H]1CN(C)Cc1ccccc1,-1.6,1.1
C[C@H]1CN([C@@H](C)CO)C(=O)c2cc(NS(=O)(=O)c3ccc(F)cc3)ccc2O[C@H]1CN(C)C(=O)Nc1ccc(C(F)(F)F)cc1,x,-1.7
CN(CC(=O)Nc1cccc2c1CCCC2)S(=O)(=O)c1ccc(Br)cc1,2.2,2.1
COC(=O)C1=C(C)NC(=O)NC1c1cccc(OC)c1OCc1ccccc1 (configuration not stated),-5.3,2.2
CN(C1CCCCC1)S(=O)(=O)c1cc(Br)cc2c1N(C(=O)C1CC1)CC2,-1.3,x
COc1ccc(NC(=O)Nc2ccc3c(c2)C(=O)N([C@H](C)CO)C[C@@H](C)[C@@H](CN(C)Cc2ccc4c(c2)OCO4)O3)cc1,x,-1.2
Cc1ccc(S(=O)(=O)Nc2ccc3c(c2)CC(=O)N([C@H](C)CO)C[C@H](C)[C@H](CN(C)Cc2ccc4c(c2)OCO4)O3)cc1,x,1.3
Cc1ccc(Cl)cc1NC(=O)C(C)n1cc([N+](=O)[O-])cn1 (configuration not stated),3.1,-2.1
Cc1ccc(Nc2nc(CSc3nnnn3-c3ccccc3)cc(=O)[nH]2)cc1,-1.3,0.4
Cc1cc(C)nc(SC2CCCCC2NS(=O)(=O)c2ccc(Cl)cc2)n1 (configuration not stated),-5.3,-0.1
COc1ccc(S(=O)(=O)N(C)CC(=O)Nc2ccc(I)cc2)cc1C,-1.1,-1.6
CNC[C@H]1Oc2ccc(NC(=O)Nc3ccccc3)cc2CC(=O)N([C@@H](C)CO)C[C@@H]1C,9.9,-1.8
C=CCNC(=O)[C@H]1[C@@H]2C(=O)O[C@@H](c3ccccc3)[C@@H](c3ccccc3)N2[C@@H](c2ccc(OCCO)cc2)[C@]12C(=O)N(C(=O)OCCOC)c1ccc(C#Cc3ccc(OC)cc3)cc12,x,1.0
O=C(CSc1nnc(-c2ccccc2)n1-c1ccccc1)c1cccc([N+](=O)[O-])c1,-1.6,-1.5
O=C(NCc1cccnc1)c1ccc(Cl)c(S(=O)(=O)N2CCOCC2)c1,2.3,-0.8
COc1ccccc1C#Cc1cnc2c(c1)C(=O)N([C@H](C)CO)C[C@H](C)[C@@H](CN(C)C(=O)CN(C)C)O2,2.6,x
Cc1noc(C)c1NC(=O)Nc1ccc2c(c1)C(=O)N([C@H](C)CO)C[C@H](C)[C@H](CN(C)C(=O)Nc1c(C)noc1C)O2,12.4,x
OC(CSc1cccc2cccnc12)Cn1c2ccccc2c2ccccc21 (configuration not stated),4.6,x
COC(=O)c1cc(O)cc(OC)c1Oc1c(Cl)c(C)c(Cl)c(O)c1C(=O)O,0.9,-1.9
O=C(CCC1COc2ccccc2O1)Nc1ccc(NC(=O)c2ccccc2F)cc1 (configuration not stated),37.1,3.8
C[C@@H]1CN([C@@H](C)CO)C(=O)Cc2cc(NC(=O)Nc3ccc(F)cc3)ccc2O[C@H]1CN(C)CC1CCCCC1,-11.8,x
CC(C)OC(=O)c1cc2c(OCC(O)CNC(C)(C)C)cccc2[nH]1 (configuration not stated),0.4,x
O=C(NCCCN1CCCC1=O)c1cc(-c2ccccc2)nc2ccccc12,-4.1,2.3
O=C(Cn1cnc2ccccc2c1=O)Nc1ccccc1Br,-17.7,7.6
Cc1ccc(OCCCCSc2nc(C)cc(=O)[nH]2)c(C)c1,-5.7,-5.4
CCC(=O)Nc1cccc(NC(=O)COc2ccc3ccccc3c2)c1,93.9*,-0.1

# Remaining list, next part.
SMILES,mut p53 react,STK33 kin inh
O=C(NCc1ccccn1)Nc1ccc([N+](=O)[O-])cc1,11.2,-1.1
O=S(=O)(c1cccc2cccnc12)N1CCN(Cc2cccc(OCCO)c2)CC1,x,-0.7
COc1cc2c(cc1OC)-c1cc3nc4ccccc4nc3n1C(C)(C)C2,-8.3,x
Cc1cc(-n2nc3ccccc3n2)c2oc(SCc3nnc(-c4ccccc4)o3)nc2c1,19.4,-4.5
c1ccc(Cn2c(SCc3nc4ccccc4[nH]3)nc3ccccc32)cc1,2.0,-5.4
COc1ccc(CN(C)C[C@@H]2Oc3ccc(NS(=O)(=O)c4ccc(OC)cc4)cc3C(=O)N([C@@H](C)CO)C[C@H]2C)cc1,-0.5,x
C[C@H]1CN([C@@H](C)CO)C(=O)Cc2cc(NS(=O)(=O)c3ccc(Cl)cc3)ccc2O[C@@H]1CN(C)S(=O)(=O)c1ccc(Cl)cc1,x,1.7
COc1ccc(-n2c(SCC(=O)Nc3ccc(F)cc3F)nnc2-c2ccco2)cc1,-10.2,-0.3
COc1cc(NC(=O)COc2cc(Cl)c(Cl)cc2Cl)ccc1NC(=O)c1cc2ccccc2o1,7.7,3.1
C[C@H](CO)N1C[C@H](C)[C@H](CN(C)C(=O)C2CC2)OCc2cnnn2CCCC1=O,7.7,4.1

# Quoted at random: 4 entries already listed, in no set order.
SMILES,mut p53 react,STK33 kin inh
C[C@H](CO)N1C[C@H](C)[C@H](CN(C)C(=O)C2CC2)OCc2cnnn2CCCC1=O,7.7,4.1
C[C@H]1CN([C@@H](C)CO)C(=O)Cc2cc(NS(=O)(=O)c3ccc(Cl)cc3)ccc2O[C@@H]1CN(C)S(=O)(=O)c1ccc(Cl)cc1,x,1.7
c1ccc(Cn2c(SCc3nc4ccccc4[nH]3)nc3ccccc32)cc1,2.0,-5.4
COc1cc(NC(=O)COc2cc(Cl)c(Cl)cc2Cl)ccc1NC(=O)c1cc2ccccc2o1,7.7,3.1

# High-throughput results: PubChem, Broad Institute
